# FUS suppressor: rescues growth of FUS-expressing yeast; S. cerevisiae FUS-expressing, growth rescue, OD600, 24 h; Potency, µM (highest dose often 76.6 µM), for the others: at the highest dose growth rescue (activation), usual class: activators; hit rate 0.24% among 390,000; AID 1347120;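 also: potency is read from the fitted curve at half-maximal effect; plate controls were DMSO vehicle for no effect and reference control for full effect; nearly all actives have a fitted effect of over 55% in size; some results filed as inactive show a strong effect at the top dose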
#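 Toxicity suppression screen in FUS-yeast. Cells induced with 2% galactose, starting OD 0.005, treated 24hr at 30C with compounds at multiple final concentrations; growth by OD600.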
# WRN inhibitor: WRN helicase (human) inhibition; WRN helicase unwinding, fluorescent forked duplex, kinetic; Potency, µM (titrated, usually from 114 µM), for inactives: at the highest dose activity change, negative = inhibition, usual class: inhibitors; hit rate 0.46% among 360,000; also: potency is read from the fitted curve at half-maximal effect; % is scaled to controls: 0 for no effect and ±100 for the full control effect; nearly all actives have a fitted effect of over 55% in size
#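 Enzyme (20 nM final) and test compound sit together 15 min at room temperature before substrate addition. Substrate is a single-forked duplex oligonucleotide (100 nM) labelled with fluorophore and quencher, with 2 mM ATP; helicase unwinding raises red fluorescence, read kinetically.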
# EPAC1 antag: EPAC1 (human) antagonism; O95398; EPAC1 GEF assay, Rap1b-BODIPY-GDP exchange fluorescence; Potency, µM (series often up to 115 µM), without a hit: at the top dose activity change, negative = inhibition, hits mostly inhibitors; hit rate 0.14% among 360,000;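 also: potency is read from the fitted curve at half-maximal effect; plate controls were vehicle for no effect and positive control for full effect; nearly all actives have a fitted effect of over 50% in size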
# IL-2 act: activates IL-2 in a cell-based reporter assay; IL-2 activation reporter assay, cell-based qHTS; stimulated with anti-CD3/CD4/CD28 beads; in transgenic mouse T cells; activation, % (series mostly up to about 46 µM); hit rate 0.065% among 360,000; AID 652025; in the data active = activation above about 50%; inconclusive = mostly about 30% to 49%; also: 0% is about no effect
#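 First, unstimulated transgenic mouse T cells were exposed to compound for 60 min. Next, anti-CD3/anti-CD4-coated beads with anti-CD28 were added. Finally, after 18 h at 37 degrees C, EGFP and DsRed were imaged.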
# EPAC1 ag: agonists of human EPAC1; O95398; EPAC1 agonist qHTS, biochemical assay; response scale: 100% = response to 6.5 mM cAMP; Potency, µM (titrated, usually from 154 µM), for the others: at the highest dose activation, actives largely listed as activators; hit rate 0.073% among 360,000; AID 720707; also: potency is read from the fitted curve at half-maximal effect; nearly all actives have a fitted effect of over 60% in size
#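 Read-out is the fluorescence drop as BODIPY-GDP leaves Rap1B (480 nm excitation, 540 nm emission), recorded every 5 minutes over 30 minutes. Reactions held 100 nM EPAC1, 250 nM Rap1B–BODIPY-GDP and 50 uM GDP, with 6.5 mM cAMP setting full activation.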
# PLK1 PBD inh: PLK1 (human) polo-box domain binding inhibition | Plk1 PBD binding of FITC phosphopeptide, fluorescence polarization | Potency, µM, for the others: max response, negative = inhibition, hits mostly inhibitors | hit rate 2.8% among 360,000; also: potency is read from the fitted curve at half-maximal effect; series mostly up to about 57 µM; % is scaled to controls: 0 for no effect and ±100 for the full control effect; nearly all actives have a fitted effect of over 65% in size
# Target sequence (P53350 whole entry, looked up, the tested form may be a part): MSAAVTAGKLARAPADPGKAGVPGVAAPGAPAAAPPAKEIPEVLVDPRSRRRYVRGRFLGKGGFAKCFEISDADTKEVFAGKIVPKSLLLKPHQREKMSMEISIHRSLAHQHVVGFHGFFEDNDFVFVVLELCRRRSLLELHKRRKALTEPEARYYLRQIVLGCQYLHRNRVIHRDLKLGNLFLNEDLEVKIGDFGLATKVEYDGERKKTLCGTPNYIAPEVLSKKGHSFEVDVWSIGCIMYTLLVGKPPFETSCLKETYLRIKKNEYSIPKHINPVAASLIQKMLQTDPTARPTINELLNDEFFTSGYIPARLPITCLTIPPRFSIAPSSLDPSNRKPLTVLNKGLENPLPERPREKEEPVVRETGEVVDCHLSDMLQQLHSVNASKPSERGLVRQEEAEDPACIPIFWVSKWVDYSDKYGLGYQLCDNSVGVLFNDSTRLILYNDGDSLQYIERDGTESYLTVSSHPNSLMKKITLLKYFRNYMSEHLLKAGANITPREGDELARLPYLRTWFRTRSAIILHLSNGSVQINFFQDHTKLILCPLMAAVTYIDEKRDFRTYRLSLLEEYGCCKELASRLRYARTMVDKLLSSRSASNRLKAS
# PI5P4Ka inh: PI5P4K alpha (human) kinase inhibition; P48426; PI5P4Kalpha enzyme, ADP-Glo luminescence, 60 min; hits give low values; max response, %; hit rate 1.2% among 330,000; AID 652105; active = max response of -50% or lower; inconclusive = between -30% and -50%; inactive = -30% or higher; also: value at the top dose of about 77 µM; % is scaled to controls: 0 for no effect and ±100 for the full control effect
# Target sequence (P48426 whole entry, looked up): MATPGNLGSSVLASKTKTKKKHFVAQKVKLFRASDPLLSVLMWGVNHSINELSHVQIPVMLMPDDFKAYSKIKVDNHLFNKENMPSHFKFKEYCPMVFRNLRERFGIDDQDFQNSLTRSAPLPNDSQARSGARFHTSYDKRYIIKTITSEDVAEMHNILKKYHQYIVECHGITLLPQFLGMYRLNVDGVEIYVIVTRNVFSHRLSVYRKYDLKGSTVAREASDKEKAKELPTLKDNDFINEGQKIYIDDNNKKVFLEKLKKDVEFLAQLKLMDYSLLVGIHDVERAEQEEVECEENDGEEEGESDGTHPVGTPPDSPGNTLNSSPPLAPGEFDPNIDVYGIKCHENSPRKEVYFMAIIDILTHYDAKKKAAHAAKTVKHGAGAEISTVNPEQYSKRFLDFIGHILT
#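 Controls without substrate or without enzyme flank wells where PI5P4Kalpha converts substrate using 5 microM ATP (final). Incubation lasts 60 minutes at room temperature; ADP formed is read by ADP-Glo luminescence.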
# Abeta yeast res: A-beta toxicity reversal in yeast; yeast expressing A-beta42, growth rescue, OD600, 48 h; response scale: 0% DMSO, 100% iron-clioquinol control; AID 1347071; Potency, µM (top dose mostly 46.1 µM), inactives show at the highest dose growth rescue, actives largely listed as activators; hit rate 0.063% among 410,000; also: potency is read from the fitted curve at half-maximal effect; nearly all actives have a fitted effect of over 55% in size
#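 Yeast growth medium received pinned compounds, then yeast cells expressing toxic A-beta were added; plates incubated at 30 C for 48 hr. Growth read as absorbance at 600 nm, normalized to DMSO and equimolar FeCl3 plus clioquinol controls.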
# * = called active by the depositor; u = inconclusive; x = not tested or not shown; [ ] = another dose, or the depositor's remark. Unless noted, calls follow the shape of the dose curve; as a rule, active = well fitted curve in the direction sought with a large enough effect; inconclusive = small, poorly fitted or top-dose-only effect, or another doubt; inactive = no such curve, though single readings can be large; an effect the other way counts as inactive or inconclusive.
SMILES,FUS suppressor,WRN inhibitor,EPAC1 antag,IL-2 act,EPAC1 ag,PLK1 PBD inh,PI5P4Ka inh,Abeta yeast res
Cc1cc2ncn(C3CC(=O)N(Cc4ccccc4)C3=O)c2cc1C (stereo not drawn),5.2%,-5.9%[57.1 µM],3.2%,-2.6,1.6%,-4.7%,x,14.9%
Cc1cc(NC(=O)CSCC(=O)N2CCN(c3ccccc3)CC2)no1,13.1%,-26.4%,-5.9%,0.4,7.9%,-3.1%,3.0,-5.8%
O=S(=O)(c1ccc(-c2ccno2)s1)N1CCCCC1,20.2%,3.2%,-18.2%,-2.8,-12.4%,-2.8%,-1.1,4.5%
O=C(O)c1ccccc1-c1ccccc1C(=O)NCCCO,7.6%,-5.9%,8.6%,-0.1,-0.3%,-4.4%,x,-5.7%
COc1ccc(C(C)(O)c2nc(-c3ccncc3)cs2)cc1 (stereo not drawn),-10.1%,2.2%,3.3%,-0.2,1.7%,-5.1%,0.1,-11.3%
CCOC(=O)c1c(CC(C)C)csc1N,12.2%,-2.6%,-28.4%,0.8,-1.5%,u,-4.0,15.1%
O=C(Nc1cccc(S(=O)(=O)NC2=NCCC2)c1)C1CCCCC1,-0.2%,7.4%,-6.1%,-2.6,-1.2%,-11.1%,0.5,7.0%
Cc1nnc(SCC(=O)c2ccc(S(=O)(=O)N3CCOCC3)cc2)n1-c1ccccc1,u,5.0%,6.1%,0.7,9.0%,-21.7%,0.2,-3.2%
Cc1nn(CCc2n[nH]c(=S)n2-c2cccc(Cl)c2)c(C)c1[N+](=O)[O-],17.6%,3.4%,7.1%,0.2,1.1%,-15.2%,x,6.1%
CC(=O)Nc1ccc(C(=O)Nc2ccc(S(=O)(=O)NCC3CCCO3)cc2)cc1 (stereo not drawn),28.3%,-12.2%,-5.8%,0.9,9.4%,-2.3%,x,5.5%
O=C(Nc1ccc(OC(F)F)c(Cl)c1)Nc1ccc2c(c1)OCO2,43.1%,-9.3%,6.8%,-0.5,9.1%,0.2%,2.8,-2.4%
NC(=O)COC(=O)c1sc2ccccc2c1Cl,-18.3%,-1.7%,0.6%,-3.4,1.7%,-6.5%,-5.8,u
CC(C)(CO)CNC(=O)CCc1nnc(C2(c3ccc(Cl)cc3)CCC2)o1,7.0%,3.7%,-8.2%,-2.0,-2.6%,-0.4%,-1.0,-6.2%
COc1ccc(NC(=O)c2ccsc2NC(C)=O)cc1,18.1%,-20.3%,0.4%,-0.1,1.6%,-9.2%,u,-0.8%
O=C(NCc1ccc2c(c1)OCO2)c1cc(-c2ccccc2)c(N2CCOCC2)s1,u,-3.9%,u,1.1,2.2%,-11.6%,3.8,-8.8%
Cc1ccc(S(=O)(=O)Nc2ccc3nc(N)sc3c2)cc1,33.6%,4.5%,2.8%,-0.2,3.4%,-19.7%,x,0.2%
O=C(COc1ccccc1Cl)NNC(=O)c1ccc(-n2cncn2)c([N+](=O)[O-])c1,20.2%,-0.9%,-20.2%,0.4,12.3%,2.6%,-4.8,-2.9%
c1nc(NC2CCCC2)c2[nH]cnc2n1,-14.5%,-8.2%,0.2%,0.8,-9.5%,-0.9%,-0.6,7.1%
O=[N+]([O-])c1ccccc1N=Nc1ccc(O)cc1,11.7%,-7.4%,-7.9%,-0.1,14.0%,1.6%,4.5,1.3%
COC(=O)c1ccc2c(=O)n(CCCN3CCCC3=O)c(=S)[nH]c2c1,7.5%,3.6%,5.4%,-0.6,3.1%,-6.9%,x,14.4%

# 10 compounds out of the list, arranged by length of the SMILES, smallest number first.
SMILES,FUS suppressor,WRN inhibitor,EPAC1 antag,IL-2 act,EPAC1 ag,PLK1 PBD inh,PI5P4Ka inh,Abeta yeast res
c1nc(NC2CCCC2)c2[nH]cnc2n1,-14.5%,-8.2%,0.2%,0.8,-9.5%,-0.9%,-0.6,7.1%
NC(=O)COC(=O)c1sc2ccccc2c1Cl,-18.3%,-1.7%,0.6%,-3.4,1.7%,-6.5%,-5.8,u
COc1ccc(NC(=O)c2ccsc2NC(C)=O)cc1,18.1%,-20.3%,0.4%,-0.1,1.6%,-9.2%,u,-0.8%
O=[N+]([O-])c1ccccc1N=Nc1ccc(O)cc1,11.7%,-7.4%,-7.9%,-0.1,14.0%,1.6%,4.5,1.3%
Cc1ccc(S(=O)(=O)Nc2ccc3nc(N)sc3c2)cc1,33.6%,4.5%,2.8%,-0.2,3.4%,-19.7%,x,0.2%
O=C(Nc1ccc(OC(F)F)c(Cl)c1)Nc1ccc2c(c1)OCO2,43.1%,-9.3%,6.8%,-0.5,9.1%,0.2%,2.8,-2.4%
COC(=O)c1ccc2c(=O)n(CCCN3CCCC3=O)c(=S)[nH]c2c1,7.5%,3.6%,5.4%,-0.6,3.1%,-6.9%,x,14.4%
Cc1nnc(SCC(=O)c2ccc(S(=O)(=O)N3CCOCC3)cc2)n1-c1ccccc1,u,5.0%,6.1%,0.7,9.0%,-21.7%,0.2,-3.2%
Cc1nn(CCc2n[nH]c(=S)n2-c2cccc(Cl)c2)c(C)c1[N+](=O)[O-],17.6%,3.4%,7.1%,0.2,1.1%,-15.2%,x,6.1%
O=C(COc1ccccc1Cl)NNC(=O)c1ccc(-n2cncn2)c([N+](=O)[O-])c1,20.2%,-0.9%,-20.2%,0.4,12.3%,2.6%,-4.8,-2.9%

# (listing goes on)
SMILES,FUS suppressor,WRN inhibitor,EPAC1 antag,IL-2 act,EPAC1 ag,PLK1 PBD inh,PI5P4Ka inh,Abeta yeast res
Oc1ccccc1-c1cc(-c2ccc(Cl)cc2)n[nH]1,-7.4%,-12.8%,-5.8%,-3.5,-6.5%,4.5%,7.9,0.5%
COc1cc(C(=O)Nc2ccc(N3CCCS3(=O)=O)cc2)c([N+](=O)[O-])cc1OC,0.4%,4.9%,-5.4%,-3.8,2.0%,-15.2%,-4.2,-6.4%
O=C(Oc1ccc2c(-c3ccccc3)cc(=O)oc2c1)C1CCCCC1,2.6%,-13.4%,-11.8%,0.5,6.2%,-5.1%,-1.8,5.0%
Cc1cc(C)n(-c2ccc(NC(=O)C3CCN(Cc4cnc(C)s4)CC3)cc2)n1,12.0%,0.5%,6.0%,-0.9,0.9%,6.4%,8.3,-12.0%
COc1ccc(C2C3=C(CCCC3=O)Nc3nc(SCc4ccc(C(=O)O)cc4)nn32)cc1OC (stereo not drawn),4.1%,1.0%,-2.8%,0.0,-7.1%,0.2%,-2.1,5.6%
O=C(Nc1ccccc1)N(Cc1ccc2c(c1)OCO2)Cc1nc2ccccc2c(=O)[nH]1,4.3%,-7.3%,-4.9%,-1.1,-0.6%,4.6%,-2.2,-11.2%
CCCCn1c(N)c(N(CC(C)C)C(=O)c2oc3c(Cl)cccc3c2C)c(=O)[nH]c1=O,40.9%,0.2%,-5.2%,3.3,-2.2%,-1.9%,1.6,4.3%
C=CCNc1nc(NCCO)nc(N2CCCC2)n1,18.9%,5.8%,-5.1%,0.6,0.0%,-5.8%,x,4.1%
COc1ccc(-n2cnnc2SCC(=O)NC2CCS(=O)(=O)C2)cc1 (stereo not drawn),-12.1%,-4.6%,-5.2%,0.0,9.3%,-4.9%,-2.5,5.9%
Cc1cccn2c(=O)c3cc(C(=O)NC4CCCCC4)c(=N)n(Cc4ccccc4)c3nc12,8.2%,5.3%,-7.0%,-4.7,15.3%,2.0%,-4.2,4.6%

# Part of the list above, limited to EPAC1 antag and PLK1 PBD inh:
structure	EPAC1 antag	PLK1 PBD inh
COc1ccc(-n2cnnc2SCC(=O)NC2CCS(=O)(=O)C2)cc1 (stereo not drawn)	-5.2%	-4.9%
Cc1cccn2c(=O)c3cc(C(=O)NC4CCCCC4)c(=N)n(Cc4ccccc4)c3nc12	-7.0%	2.0%

# Other records follow:
SMILES,FUS suppressor,WRN inhibitor,EPAC1 antag,IL-2 act,EPAC1 ag,PLK1 PBD inh,PI5P4Ka inh,Abeta yeast res
COc1cc(-c2cc(NC=O)c3ncc(-c4cccc(C(F)(F)F)c4)n3c2)cc(OC)c1OC,22.2%,-7.6%,0.2%,-0.3,6.1%,-25.3%,-3.0,-14.7%
COC(=O)C1=C(C)Nc2c(c(=O)n(C)c(=O)n2C)C1c1cccc(O)c1 (stereo not drawn),1.0%,1.7%,14.3%,-0.7,1.6%,-18.3%,2.9,2.1%
Cc1sc(NC(=O)C2C3CCC(O3)C2C(=O)O)nc1-c1ccc(CC(C)C)cc1 (stereo not drawn),x,-20.0%,-16.5%,0.7,0.1%,-15.8%,27.1,-39.1%[inhibitor]
CC(=O)Nc1cccc(-c2ccnc3c2CC(C(=O)NCc2ccco2)O3)c1 (stereo not drawn),-12.8%,0.2%,7.9%,-0.1,0.0%,-0.9%,-50.1*,2.9%
O=C(NNC1=C(C(=O)C(F)(F)F)CCC1)c1ccccc1Cl,18.5%,-11.5%,-4.8%,-0.4,-5.2%,-7.1%,-0.9,11.4%
Cc1ccc(C(=O)Nc2ccc(SC(F)F)cc2)s1,0.4%,0.0%,-23.1%,0.0,3.0%,-7.3%,4.2,-2.6%
Cc1cc(Cl)ccc1OCC(=O)NNC(=O)C1CCN(c2ncnc3sc(C)c(C)c23)CC1,u,-5.9%,-13.4%,0.0,13.5%,-8.0%,15.4,1.8%
Cc1ccc(NC(=O)CCC(=O)N/N=C/c2coc3ccccc3c2=O)cc1,-3.7%,2.9%,-4.6%,0.4,1.4%,3.9%,-6.7,-12.0%
O=C(NC1CCN(Cc2ccccc2)CC1)C1CCCN(c2nnc(-n3cccc3)s2)C1 (stereo not drawn),-5.2%,5.4%,35.0%[activator],-1.3,-14.6%,-4.0%,-3.6,-10.8%
O=C(COC(=O)c1nc(Cl)ccc1Cl)NC(=O)c1ccccc1,11.5%,-1.3%,-12.6%,0.6,1.7%,-1.2%,1.2,-11.3%
COc1ccc(-c2nnc(SCc3nnc(-c4ccccc4)o3)n2-c2ccccc2)cc1,14.4%,-2.9%,8.2%,0.8,-2.2%,0.1%,x,8.9%
CN(C)NC(=O)C(NC(=O)c1ccccc1)C12CC3CC(CC(C3)C1)C2 (stereo not drawn),-6.3%,1.8%,-26.8%,-0.3,-1.3%,-10.9%,3.6,-5.7%
CN1CCN(NC(=S)Nc2ccc(Oc3ccccc3)cc2)CC1,12.4%,10.6%,5.7%,-2.5,-2.0%,-7.6%,-6.0,-26.8%
c1ccc2c(c1)oc1c(-c3ccc4nccn4c3)cccc12,-10.1%,1.2%,-3.8%,-0.8,15.4%,-17.2%,-2.5,-17.9%
Nc1c(C(=O)OCC2CCCO2)c2nc3ccccc3nc2n1-c1ccc2c(c1)OCCO2 (stereo not drawn),39.6%,3.6%,-10.7%,0.3,-10.0%,-6.7%,-6.7,-10.9%
